# Source: PubChem
# sdo1 growth = compounds rescuing growth of sdo1-depleted yeast, bone marrow failure model | z-score at 10 µM | S. cerevisiae sdo1-depleted JHY4D growth rescue, OD600 30 h; stronger effect = higher value; pdr5 snq2 efflux-pump mutant strain | 0.21% of 140,000 active;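 active = z-score above 3 at both the 24 hr and the 30 hr optical density reads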;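 note: z-score against mean and SD of all compound wells on the same plate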
# Insulin prom inh = TRM-6 insulin promoter activity inhibition; inhibition, % at 2 µM; TRM-6 cells (human fetal islet line), insulin promoter-eGFP reporter, imaging; reporter expression induced with tamoxifen; 0.9% of 130,000 active;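 active = inhibition above the mean plus 3 SD, with well images judged a real hit on visual review, cut at about 60% in these data, passing the limit was not always enough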
# sdo1 growth Rescue 24 h = also measured in sdo1 growth; calls as there; z-score; S. cerevisiae sdo1-depleted JHY4D growth rescue, OD600; measured here: growth rescue at 24 h;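 0 is the plate mean of compound wells and units are plate SD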
# Numbers without * were called inactive; i = inactive; x = no result given.
sdo1 growth	sdo1 growth Rescue 24 h	Insulin prom inh	SMILES
1.12	1.22	x	CCCS(=O)(=O)N1CCN(C(=O)c2cccnc2)CC1
-2.03	-1.05	0.0	CC(/C=N/n1c(C2CCCCC2)n[nH]c1=S)=C\c1ccccc1
x	x	-64.7	COc1cccc(OC(=O)c2cc3ccccc3oc2=O)c1
0.43	-0.02	-28.6	Cc1noc(C)c1S(=O)(=O)N1CCC(C(=O)NC2CCCc3ccccc32)CC1 (stereo not given)
-0.11	-0.28	x	CC(C)(C)C(=O)Nc1nc(=S)ss1
x	x	0.0	CCN(CC)C(=O)CSc1nc(C)cc(C)n1
x	x	25.6	COc1ccc(OC)c(S(=O)(=O)Nc2c(C)cccc2C)c1
0.07	-0.12	37.8	Brc1ccccc1OCCCN1CCOCC1
-0.17	-0.15	x	CSC1=NCCN1C(=O)c1cccc(C(F)(F)F)c1
0.57	-0.82	53.9	O=C(Nc1cnccn1)c1cccnc1
1.03	1.19	-10.3	COC(=O)Nc1nnc(Cc2ccc(Cl)cc2)s1
0.56	0.36	25.0	Cc1cc(N2CCN(c3ccccc3)CC2)nc(N)n1
2.69	0.64	-25.5	Cc1ccc(-n2c(SCC(=O)Nc3ccc4c5c(cccc35)CC4)nc(O)cc2=O)cc1
-0.03	0.59	-13.0	COc1ccc(C)cc1NC(=O)c1cc2ccccc2cc1OCC(=O)NCc1ccco1
-1.26	-0.38	x	Cn1cccc1Cc1nnc(SCC(=O)N2CCc3ccccc32)n1CCc1ccccc1
x	x	20.0	CCS(=O)(=O)N1CCN(S(=O)(=O)c2ccccc2[N+](=O)[O-])CC1
-0.49	-0.46	x	Cn1c(=O)oc2cc(S(=O)(=O)N3CCCC(C(=O)N4CC=C(c5ccccc5)CC4)C3)ccc21 (stereo not given)
x	x	-52.9	C=CCN(CC=C)CCCOc1ccc(Br)cc1Cl
0.09	0.5	x	Cc1cc(C(=O)Nc2nnc(-c3ccccc3)s2)no1
-0.34	-0.6	29.0	N#CC1=C(N)Oc2n[nH]c(-c3ccccn3)c2C1c1c(F)cccc1Cl (stereo not given)
-0.3	0.21	5.9	C/C(=N\OCC(=O)Nc1cc(C)cc(C)c1)c1ccc2c(c1)OCCO2
1.23	1.51	16.7	O=C(CCCOc1ccccc1)N1CCN(C(=O)c2ccco2)CC1
0.49	1.46	18.4	O=C1Nc2ccccc2C(O)(C(=O)NCc2ccc3c(c2)OCO3)N1c1ccc(Cl)c(Cl)c1 (stereo not given)
-0.46	-0.54	30.3	C/C(N)=C(/C#N)C(=O)CN1CCCCC1
x	x	-57.1	COc1ccc(CNC(=O)C2CCCN(Cc3nc(-c4cccc(C)c4)oc3C)C2)cc1 (stereo not given)
0.66	0.73	14.3	O=C1Nc2ccccc2C12OCCO2
-0.1	-1	x	CCc1cc(C(=O)OC)c(NC(=O)CCCC(=O)O)s1
0.16	0.2	30.0	CC1(C)CC(=O)C(C(C2=C(O)CC(C)(C)CC2=O)c2cccs2)C(=O)C1 (stereo not given)
0.68	0.55	27.8	Cc1ccccc1C(=O)OC1OC(=O)C(Cl)=C1N1CCOCC1 (stereo not given)
0.18	-0.16	-20.0	O=C(Cn1nc(-c2cccc([N+](=O)[O-])c2)c2ccccc2c1=O)Nc1cccnc1
-0.9	-0.92	-100.0	COc1ccc(-c2cc(C(=O)N3CCN(c4ccccc4)CC3)no2)cc1OC
x	x	-31.7	COCCn1c(N)c(N(Cc2ccccc2)C(=O)c2ccc3ccccc3c2)c(=O)[nH]c1=O
0.45	0.08	-21.2	O=C1CCCC(=O)C1=C1SCCS1
x	x	16.7	CCC(=O)NNC(=O)c1c(O)c2ccccc2[nH]c1=O
x	x	30.8	CSc1ccccc1NC(=O)Cn1nc([N+](=O)[O-])c(Cl)c1C
-1.49	-0.51	-43.9	CCCc1ccc(OCc2nc(-c3ccc(NC(=O)c4ccco4)cc3)no2)cc1
x	x	-5.9	COc1ccc(OC)c(NC(=O)COC(=O)c2nc(Cl)ccc2Cl)c1
0.52	0.24	-388.2	CCOC(=O)c1ccccc1NC(=O)c1ccc(N(C)S(C)(=O)=O)cc1
-0.2	-0.59	-6.7	Cc1c(OCC(=O)OC(C)C)ccc2c3c(c(=O)oc12)CCC3
-0.9	0.85	18.5	O=C(COc1c(Cl)cc(Cl)cc1Cl)c1ccc(Cl)cc1
0.91	0.02	-42.3	Cc1sc2ncn(CC(=O)NCCN3CCOCC3)c(=O)c2c1S(=O)(=O)N1CCC(C)CC1
1.12	1.73	x	CC1Oc2ccccc2N(CC(=O)Nc2ccc3c(c2)OCCO3)C1=O (stereo not given)
-0.36	-1.28	-88.9	Cc1ccc(S(=O)(=O)NNC(=O)C(O)(c2ccccc2)c2ccccc2)cc1
-0.18	0.34	x	CCOc1ccc(Br)cc1C1C(C(=O)OC)=C(N)Oc2cc(N(C)C)ccc21 (stereo not given)
0.73	0.78	x	CCN(CC)C(=O)N1CCN(C(=O)c2ccc(C)cn2)CC1
-1.79	-2.09	26.7	O=C(N/N=C/c1cc(Br)ccc1O)Nc1ccccc1
-1.34	-0.7	29.7	COc1ccc(-n2c(Cc3ccccc3)nnc2SCC(=O)N2CCCc3ccccc32)cc1
0.27	0.04	x	CC(=O)Nc1ccc(C(=O)OC2CCOC2=O)cc1 (stereo not given)
-0.75	-1.44	0.0	COc1ccc(CN2C(=O)CN=C2Nc2cc(C)ccc2C)cc1
-0.71	-0.81	-6.9	O=[N+]([O-])c1ccccc1/C=N/n1c(COc2ccccc2)n[nH]c1=S
-1.99	-0.98	10.5	C=CCn1c(=O)c2c3c(sc2n2c(Nc4ccc(OC)cc4)nnc12)CCCC3
0.86	-0.05	0.0	Cc1ccc(C(=O)NNC(=S)NC(=O)c2ccc(Cl)cc2)cc1
-0.12	-0.02	-106.2	CCc1c(C)sc(NC(=O)OC)c1C(=O)N1CCCCC1
0.18	0.62	-16.7	COc1cc(NC(=O)Cc2ccc([N+](=O)[O-])cc2)c(C(=O)O)cc1OC
x	x	41.7	Cc1nnc(SCC(=O)NCc2ccc3c(c2)OCO3)n1C
0.88	0.83	x	O=S(=O)(Nc1ccc2c(c1)nc1n2CCOC1)c1ccc(Cl)cc1

# Fetched by structure from the entries so far:
sdo1 growth	sdo1 growth Rescue 24 h	Insulin prom inh	SMILES
0.18	0.62	-16.7	COc1cc(NC(=O)Cc2ccc([N+](=O)[O-])cc2)c(C(=O)O)cc1OC
0.86	-0.05	0.0	Cc1ccc(C(=O)NNC(=S)NC(=O)c2ccc(Cl)cc2)cc1

# Additional compounds
sdo1 growth	sdo1 growth Rescue 24 h	Insulin prom inh	SMILES
-0.53	-0.28	0.0	COC(=O)C1=C(C)N(c2cccc3ccccc23)C(=O)C1
-0.56	-0.75	23.7	CC(C)[C@H](NS(=O)(=O)c1ccc2c(c1)OCCO2)C(=O)OCC(=O)Nc1ccccc1Cl
-1.55	-0.27	x	CC(C)c1nnc(NC(=O)Cn2nc(-c3ccc4c(c3)OCCO4)ccc2=O)s1
0.5	0.48	x	O=C(O)CCN1CCc2ccccc21
6.7*	5.38*	69.2	CC(C)OC(=O)CSc1nnc(-c2ccccc2)n1N
x	x	53.3	Cc1nn(-c2nc3ccccc3[nH]2)c(=O)c2ccccc12
-0.49	-0.68	x	CC1CCc2sc3ncnc(N4CCOCC4)c3c2C1 (stereo not given)
-0.71	0.67	x	Brc1ccccc1-c1nnc(CSc2nncn2-c2ccccc2)o1

# No new results follow: 13 of the compounds above.
sdo1 growth	sdo1 growth Rescue 24 h	Insulin prom inh	SMILES
-1.99	-0.98	10.5	C=CCn1c(=O)c2c3c(sc2n2c(Nc4ccc(OC)cc4)nnc12)CCCC3
0.86	-0.05	0.0	Cc1ccc(C(=O)NNC(=S)NC(=O)c2ccc(Cl)cc2)cc1
-0.12	-0.02	-106.2	CCc1c(C)sc(NC(=O)OC)c1C(=O)N1CCCCC1
0.18	0.62	-16.7	COc1cc(NC(=O)Cc2ccc([N+](=O)[O-])cc2)c(C(=O)O)cc1OC
x	x	41.7	Cc1nnc(SCC(=O)NCc2ccc3c(c2)OCO3)n1C
0.88	0.83	x	O=S(=O)(Nc1ccc2c(c1)nc1n2CCOC1)c1ccc(Cl)cc1
-0.53	-0.28	0.0	COC(=O)C1=C(C)N(c2cccc3ccccc23)C(=O)C1
-0.56	-0.75	23.7	CC(C)[C@H](NS(=O)(=O)c1ccc2c(c1)OCCO2)C(=O)OCC(=O)Nc1ccccc1Cl
-1.55	-0.27	x	CC(C)c1nnc(NC(=O)Cn2nc(-c3ccc4c(c3)OCCO4)ccc2=O)s1
0.5	0.48	x	O=C(O)CCN1CCc2ccccc21
6.7*	5.38*	69.2	CC(C)OC(=O)CSc1nnc(-c2ccccc2)n1N
x	x	53.3	Cc1nn(-c2nc3ccccc3[nH]2)c(=O)c2ccccc12
-0.49	-0.68	x	CC1CCc2sc3ncnc(N4CCOCC4)c3c2C1 (stereo not given)

# Other results follow:
sdo1 growth	sdo1 growth Rescue 24 h	Insulin prom inh	SMILES
-0.83	-1.06	-31.4	C#CCN(C#N)c1nc(NCC)nc(NC(C)C)n1
0.63	-0.04	6.7	COc1ccc(S(=O)(=O)Nc2cc(C)ccn2)cc1
-0.01	-0.96	41.2	O=C(Nc1ccccc1C(=O)N/N=C/c1ccco1)c1ccccc1
x	x	-123.5	CCOC(=O)C1CCCN(c2cc(=O)n(C3CCCCC3)c(=O)[nH]2)C1 (stereo not given)
x	x	-340.0	O=C(Nc1ccnc(-c2ccncc2)n1)c1ccc(F)cc1
-0.27	-0.14	x	COC(=O)c1cc(OC)c(OC)cc1NC(=O)C(C)c1ccc([N+](=O)[O-])cc1 (stereo not given)
0.94	-0.04	32.0	S=c1[nH]nc(-c2ccccc2)n1CC1CCCO1 (stereo not given)
0.82	-0.44	23.1	Cc1ccc(S(=O)(=O)c2nc(S(C)(=O)=O)sc2N(C)C)cc1
-0.02	0.76	x	COc1ccc(OCCn2nnc(-c3ccc(Cl)cc3)n2)cc1
0.57	-0.35	29.0	CC(C)NC(=O)C1CC=CCC1C(=O)O (stereo not given)
x	x	68.4*	O=C(c1cccc(-c2ccc(O)cc2)c1)N1CCN(c2ccc(F)cc2)CC1
1.13	0.86	-20.0	NC(=O)C[C@@H]1NC(=O)c2cc([N+](=O)[O-])cc(F)c2NCCCC[C@@H](C(N)=O)NC(=O)[C@H](CO)NC1=O
0.59	2.18	6.9	COc1ccc(C=O)cc1COc1ccc(Cl)cc1[N+](=O)[O-]
x	x	18.2	CC(C)Nc1nnc(SC(C)C(=O)Nc2ccc(Cl)cn2)s1 (stereo not given)
x	x	9.1	CC1COc2ccccc2N1S(=O)(=O)c1ccc(Cl)cc1 (stereo not given)
-0.38	0.33	25.0	COc1cc(OC)cc(-c2cc3nc(C)c(CCC(=O)Nc4nc(C)cs4)c(C)n3n2)c1
0.47	-0.53	-2.7	CC(=O)c1c(C)[nH]c(C(=O)OCc2nnc(-c3ccccc3)o2)c1C
-0.43	0.17	-33.3	O=C(CSc1nnnn1-c1ccc2c(c1)OCCO2)c1cccc2c1OCCO2
1.56	0.17	x	COC(=O)CSc1nnc(CNC(=O)c2ccco2)n1-c1ccc(F)cc1
x	x	21.4	COc1cc(OC)cc(-c2nc3nc(C)c(CCC(=O)NCC(OC)OC)c(C)n3n2)c1
0.01	-0.4	-218.9	O=C1CCC(=O)N1CNc1ccc(Oc2ccccc2)cc1
-1.91	-1.69	x	O=C(CC12CC3CC(CC(C3)C1)C2)Nc1cccc2ncccc12
0.4	0.9	-87.0	COCCOC(=O)c1[nH]c2c(c1C)C(=O)CC(c1ccccc1)C2 (stereo not given)
2.13	3.91	-18.2	CC(Sc1nnc(-c2cc3ccccc3o2)n1-c1ccccc1)C(=O)O (stereo not given)
-2.08	-0.82	x	O=C(Nc1nnc(-c2ccccc2)o1)c1ccc(Cl)cc1
0.41	-0.32	-33.3	CC1CCc2c(sc3nc(CSc4n[nH]c(N)n4)[nH]c(=O)c23)C1 (stereo not given)
0.57	-0.35	26.9	CCCCn1c(SCC(=O)Nc2nc(C)cs2)nnc1-c1cccnc1
-0.56	-0.35	7.4	Clc1ccc(-c2nnc(COc3ncnc4sccc34)o2)cc1
-0.45	-0.38	-116.7	O=C(/C=C/c1cn(CC(O)CN2CCCCCC2)c2ccccc12)c1cccs1 (stereo not given)
-1.54	-0.56	x	Cc1cccc2sc(NC(=O)CSc3nc4ccccc4o3)nc12
x	x	-20.0	Cc1[nH]c2ccccc2c1N=Nc1cc(C(=O)O)cc(C(=O)O)c1
0.87	1.01	x	COC(=O)c1cccc(OCC(O)Cn2ccnc2)c1 (stereo not given)
x	x	-10.0	COCCNC(=O)c1cc(C)ccc1C
-2.07	-1.47	i	CN(C)CCCN1C(=O)c2cccc3c([N+](=O)[O-])ccc(c23)C1=O
0.05	1.21	x	COc1cc(/C=C(\C#N)C(=O)Nc2ccc(SC(F)F)cc2)cc(OC)c1OC
0.44	-0.42	-433.3	COCCNC(=S)c1ccc(OC)cc1
0.39	0.47	-15.6	COc1ccc(S(=O)(=O)N2CCOCC2)cc1NC(=O)COc1ncnc2ccccc12
x	x	0.0	Cc1cc(C)n(-c2ccc(C(F)(F)F)cc2[N+](=O)[O-])n1
x	x	-5.3	COc1ccc(C)cc1NC(=O)NCc1ccco1
-0.69	-1.14	13.6	CCCC(=O)O[C@]1(C(=O)CO)CC[C@H]2[C@@H]3CCC4=CC(=O)CC[C@]4(C)[C@H]3[C@@H](O)C[C@@]21C
x	x	-36.8	O=C1c2ccccc2C(=O)N1/N=C/c1ccc(Oc2ccc([N+](=O)[O-])cn2)cc1
-1.47	-0.83	-68.2	Cc1cccc(C(=O)N2CCC(=O)N(C(COCc3ccc(Cl)cc3)Cc3ccccc3)CC2)c1 (stereo not given)
x	x	-11.1	CCOc1cc(C(=O)Nc2ccc(S(=O)(=O)NC3=NCCCCC3)cc2)cc(OCC)c1OCC

# An excerpt, so the mix of outcomes need not match the whole.
